# Assay outcomes from PubChem.
# KDM5B inh – KDM5B demethylase inhibition | AID 1347165 | KDM5B demethylase, FDH-coupled NADH fluorescence (FDH is formaldehyde dehydrogenase) | actives 2.6% (n = 220,000) | Potency, µM (doses to about 57.7 µM), without a hit: at the top dose activity change, negative = inhibition, actives largely listed as inhibitors | Q9UGL1; active = well fitted inhibition curve with a large enough effect; inconclusive = small, poorly fitted or top-dose-only effect; inactive = no such curve, though single readings can be large or run the other way; note: 0% is about no effect; nearly all actives have a fitted effect of over 70% in size
#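 Inhibition is measured as reduced NADH fluorescence generation from FDH coupling to formaldehyde release. Truncated KDM5BΔAP at 200 nM final acts on H3K4me3 peptide (12.5 µM in substrate mix) in pH 7.5 HEPES buffer with Tween-20, 30 min, room temperature.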
# An asterisk follows results filed as active; ? = inconclusive; [ ] = another dose, or the depositor's remark. Potency is the fitted concentration of half-maximal effect. This is a subset; rates above refer to the full screens.
COCCn1cnnc1SC(C)C(=O)c1ccc(Cl)cc1 (configuration not stated)
  KDM5B inh: 18%
CC(C)NC(NC(=O)c1ccc(C(C)(C)C)cc1)C(Cl)(Cl)Cl (configuration not stated)
  KDM5B inh: 10%
CS(=O)(=O)N1CCC(C(=O)Nc2ccc(Oc3ccccc3)cc2)CC1
  KDM5B inh: 15%
CCc1cccc(-n2cc(C(=O)N3CCC(NC(=O)OC(C)(C)C)CC3)nn2)c1
  KDM5B inh: 6%
CC(=O)N1CCCC2(C1)CN(C)c1ccc(C(=O)NCCc3ccccc3)cc12 (configuration not stated)
  KDM5B inh: 35µM*
CN(C)C(=O)N1CCN(c2ccc(C=O)cc2)C(=O)C1
  KDM5B inh: ?
CN(Cc1ccccc1)Cc1cn([C@H]2CO[C@H]3[C@@H]2OC[C@@H]3NC(=O)c2ccco2)nn1
  KDM5B inh: -7%[86.2 µM]
Cc1nc(SCC(=O)Nc2ccc(S(=O)(=O)N3CCOCC3)cc2)n(C2CCCCC2)c1C
  KDM5B inh: 18%
COCC(=O)N1CCC2(CC1)OC(=O)N(Cc1cccc(OC)c1)C2(C)c1cccnc1 (configuration not stated)
  KDM5B inh: -1%[86.2 µM]
Cn1c(=O)c2c(ncn2CC(=O)Nc2ccc(N3CCCCC3)cc2)n(C)c1=O
  KDM5B inh: 10%
CCOCCCNC(=O)c1cc2cc(S(=O)(=O)N(C)C)ccc2n1C
  KDM5B inh: -11%
CCNC(=O)N1CCc2nc(OCCOC)ccc2C1
  KDM5B inh: 8%
CCC(=O)N1CCc2cc(CNC(=O)c3cccc(N(C)C)c3)ccc21
  KDM5B inh: ?
CCCCn1cnc2c(c1=O)c1nc3ccccc3nc1n2Cc1ccc2c(c1)OCO2
  KDM5B inh: ?
CC(C)(C)CC(=O)N1CCC2(CC1)C(=O)N(CC(=O)Nc1ccccc1)CN2c1ccccc1
  KDM5B inh: -19%
CC1CCN(S(=O)(=O)N2CCC(C(=O)NCc3cccnc3)CC2)CC1
  KDM5B inh: 48%

# Copied from the listing for reference:
COCCn1cnnc1SC(C)C(=O)c1ccc(Cl)cc1 (configuration not stated)
  KDM5B inh: 18%
CC(C)NC(NC(=O)c1ccc(C(C)(C)C)cc1)C(Cl)(Cl)Cl (configuration not stated)
  KDM5B inh: 10%
CS(=O)(=O)N1CCC(C(=O)Nc2ccc(Oc3ccccc3)cc2)CC1
  KDM5B inh: 15%
CCc1cccc(-n2cc(C(=O)N3CCC(NC(=O)OC(C)(C)C)CC3)nn2)c1
  KDM5B inh: 6%
CC(=O)N1CCCC2(C1)CN(C)c1ccc(C(=O)NCCc3ccccc3)cc12 (configuration not stated)
  KDM5B inh: 35µM*
CN(C)C(=O)N1CCN(c2ccc(C=O)cc2)C(=O)C1
  KDM5B inh: ?
